From PubChem
A350 autofl – A350 region autofluorescence. Compound autofluorescence, 340/450 nm, Alexa 350 dye-equivalents; hits give high values. AID 590. 59,000 compounds, 11% hits. max dye-equivalent concentration, M; in the data active = max dye-equivalent concentration above about 10 nM; inconclusive = mostly about 1.1 nM to 9.6 nM
Hsp90 Hop PPI – changes Hsp90-Hop TPR2A binding signal, up or down. AlphaScreen TPR2A-His6 binding biotin-Hsp90 C-terminal peptide. Potency, µM (series often up to 57 µM), without a hit: top-dose activity change, negative = inhibition. 71,000 compounds, 0.44% hits. AID 595; active = well fitted curve in either direction with a large enough effect; inconclusive = small, poorly fitted or top-dose-only effect, or another doubt; also: potency is read from the fitted curve at half-maximal effect; % is scaled to controls: 0 for no effect and ±100 for the full control effect; many of its hits are not listed in these tables
FLuc inh – inhibitors of firefly luciferase. AID 411. Potency, µM (highest dose often 57.1 µM), for the others: at the top dose activity change, negative = inhibition, hits mostly inhibitors. purified firefly luciferase, luminescence, 8 min. 72,000 compounds, 2.2% hits; also: potency is read from the fitted curve at half-maximal effect; % is scaled to controls: 0 for no effect and ±100 for the full control effect; nearly all actives have a fitted effect of over 40% in size
Target sequence (P08659 whole entry, looked up): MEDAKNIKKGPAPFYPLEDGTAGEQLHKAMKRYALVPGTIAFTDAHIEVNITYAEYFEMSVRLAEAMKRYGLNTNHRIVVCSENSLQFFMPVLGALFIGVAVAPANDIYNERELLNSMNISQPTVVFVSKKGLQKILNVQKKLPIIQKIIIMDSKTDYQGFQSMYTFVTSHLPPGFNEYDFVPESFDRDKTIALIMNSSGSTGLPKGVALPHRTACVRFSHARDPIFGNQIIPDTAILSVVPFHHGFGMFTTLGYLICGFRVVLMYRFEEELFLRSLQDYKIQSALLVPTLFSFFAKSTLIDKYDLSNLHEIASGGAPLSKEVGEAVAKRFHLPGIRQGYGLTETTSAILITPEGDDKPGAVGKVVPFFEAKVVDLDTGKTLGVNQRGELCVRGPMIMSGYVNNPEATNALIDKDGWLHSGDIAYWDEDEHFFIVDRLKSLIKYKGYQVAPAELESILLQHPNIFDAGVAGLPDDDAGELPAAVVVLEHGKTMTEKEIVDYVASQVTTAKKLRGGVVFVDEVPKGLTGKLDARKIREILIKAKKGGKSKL
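Compounds were tested as concentration series (qHTS) against purified P. pyralis luciferase with luciferin and 10 uM ATP in 50 mM imidazole pH 7.2, 50 mM KCl, 7 mM MgCl2, 0.01% Tween 20, 0.05% BSA. Luminescence was read after 8 min at ambient temperature.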
HBB splice mod – hemoglobin beta splicing modulation. HBB splicing reporter cell assay, activation; EGFP reporter with mutant IVS2-654 intron; response scale: normalised to 500 nM splice-correcting PNA. Potency, µM (highest dose often 46.1 µM), inactives show at the highest dose activation, usual class: activators. 65,000 compounds, 0.06% hits. AID 925; also: potency is read from the fitted curve at half-maximal effect; 0% is about no effect
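Compounds were applied for 2 days to HeLa EGFP-654 cells, 500/well in Optimem with 2% FCS. The reporter's EGFP is disrupted by mis-splicing of beta-globin intron IVS2-654. Readout: summed well GFP fluorescence from 488 nm laser scanning; reference was 500 nM antisense […] 654 PNA.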
GFP derepression – derepresses silenced GFP locus in mouse C127i cells. mouse C127i GFP locus derepression, cytometry, 30 h. Potency, µM (top dose mostly 46.1 µM), for inactives: top-dose GFP derepression (activation). 68,000 compounds, 0.09% hits. AID 597; also: % of control where 0% means no effect
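Derepression screen: silenced CMV-GFP reporter in murine C127i cells, 30 h compound incubation at 37 C, washed cells imaged by laser-scanning cytometer to enumerate GFP-expressing objects of 20 to 120 um.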
UbGFP stabilizer – proteasome inhibitors stabilizing ubiquitin-GFP reporter; Ubiquitin-GFP reporter cells, proteasome inhibition, GFP fluorescence; response scale: untreated = 0%, 10 µM MG-132 = 100%; Potency, µM (titrated, usually from 45.9 µM), for the others: top-dose activation (GFP accumulation), actives largely listed as activators; 67,000 tested, under 10 active; AID 526; active = well fitted activation curve with a large enough effect, not every such curve was filed as active; inconclusive = small, poorly fitted or top-dose-only effect, or another doubt; inactive = no such curve, though single readings can be large or run the other way; also: potency is read from the fitted curve at half-maximal effect
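Proteasome block read as GFP accumulation: ubiquitin(G76V)-GFP U2OS cells exposed to compound (2.9 nM–46 uM) for 4 hr at 37 C. Normalization used untreated cells as 0% and 10 uM MG-132 as 100%; concentration-response curves fitted.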
TexasRed autofl – compounds fluorescent in Texas Red spectral region; AID 587; max dye-equivalent concentration, M; 59,000 compounds, 0.06% hits; Compound fluorescence, Texas Red channel, 547/618 nm; hits give high values; in the data active = max dye-equivalent concentration above about 10 nM; inconclusive = between about 1.1 nM and that limit
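Dye-equivalent concentrations come from scaling compound signal (ex 547, em 618 nm) to six Texas Red standard concentrations run on every plate, after 15 min room-temperature incubation in pH 8.0 Tris (100 mM).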
Fluorescein autfl – compound fluoresces in the fluorescein spectral region | 59,000 compounds, 0.91% hits | Compound autofluorescence, 480/540 nm, fluorescein-equivalent; hits give high values | max fluorescein-equivalent concentration, M; in the data active = max fluorescein-equivalent concentration above about 10 nM; inconclusive = between about 1.1 nM and that limit
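Compounds (23 nL) in 100 mM Tris pH 8.0, 15 min at room temperature, then fluorescence read at 480 nm excitation/540 nm emission. Signal converted to fluorescein-equivalent concentration from an on-plate fluorescein standard curve.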
4-MU autofl – compounds fluorescent in 4-MU spectral region | AID 589 | compound autofluorescence, 340/450 nm, 4-MU equivalents; hits give high values | 59,000 compounds, 11% hits | max dye-equivalent concentration, M; in the data active = max dye-equivalent concentration above about 10 nM; inconclusive = mostly about 1.1 nM to 9.6 nM
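Compounds in 100 mM Tris, pH 8.0, incubated 15 min at room temperature, then fluorescence read at 340 nm excitation/450 nm emission. Signal converted to 4-MU dye-equivalent concentration using an on-plate six-point 4-MU standard curve.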
CRE Fsk mod – modulators of forskolin-stimulated CRE signaling in CHO cells; CHO CRE-bla reporter (cAMP response element driving beta-lactamase), forskolin EC10, beta-lactamase ratio; Potency, µM (series often up to 38.2 µM), for the others: top-dose activity change, negative = inhibition, actives largely listed as activators; 71,000 compounds, 2.5% hits; active = well fitted activation curve with a large enough effect in the signal ratio, with a control signal flat, not every such curve was filed as active; inconclusive = small, poorly fitted or top-dose-only effect, or effect the other way, or a change in a side signal; the % refers to the signal ratio; also: potency is read from the fitted curve at half-maximal effect; % of control where 0% means no effect
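Cells were plated overnight at 37 °C, exposed to compound titrations plus EC10 NKH 477 for 3 h, then given CCF4 dye for 2 h at room temperature. Blue/green (460/530 nm) ratio was converted to %Activity and AC50 values calculated.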
ERK AVP block – inhibitors of vasopressin-stimulated ERK signaling pathway. HEK293-V1b, vasopressin-stimulated pERK AlphaScreen. Potency, µM (highest dose often 57.5 µM), inactives show top-dose activity, negative = inhibition, usual class: inhibitors. 72,000 compounds, 0.99% hits. AID 995; also: potency is read from the fitted curve at half-maximal effect; % is scaled to controls: 0 for no effect and ±100 for the full control effect; nearly all actives have a fitted effect of over 55% in size
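HEK293 cells stably expressing V1b receptor, seeded overnight in 1% FBS, were treated with compounds for 30 min at 37C, then stimulated 5 min with 25 nM vasopressin; phospho-ERK read by AlphaScreen SureFire after lysis.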
Starred values were filed as active, the others as inactive; i = inactive; ? = inconclusive; . = not tested or not shown; & = joins results of further samples; [ ] = remark or other dose. Unless noted, calls follow the shape of the dose curve; as a rule, active = well fitted curve in the direction sought with a large enough effect; inconclusive = small, poorly fitted or top-dose-only effect, or another doubt; inactive = no such curve, though single readings can be large; an effect the other way counts as inactive or inconclusive.

molecule,TexasRed autofl,UbGFP stabilizer,A350 autofl,HBB splice mod,Hsp90 Hop PPI,CRE Fsk mod,4-MU autofl,FLuc inh,GFP derepression,ERK AVP block,Fluorescein autfl
Cn1cnnc1SCC(=O)Nc1ccccc1Sc1ccccc1,?,-0.9%,i,-0.5%,0.1%,-13.9%,i,0.1%,-4.3%,-9.0%,?
COc1ccc(C2SCC(C(=O)O)N2C(C)=O)cc1OC (stereo unspecified),.,-2.2%,.,-0.5%,-3.2%,-2.7%,.,-1.1%,.,.,.
Nc1nc(C2CCCN2S(=O)(=O)c2ccc(Cl)cc2)cs1 (stereo unspecified),i,2.4%,i,-3.5%,-6.4%,-18.4%,i,0.1%,-4.0%,-18.0%,?
CC(=O)N1CCc2cc(C(=O)CN3CCCN(Cc4ccc(F)cc4)C3)ccc21,.,-1.6%,.,-0.7%,-5.1%,-16.1%,.,-1.6%,.,.,.
Cc1cc(NC(=O)c2cc(-c3ccc4c(c3)OCO4)on2)n(-c2ccccc2)n1,i,2.4%,1.26e-08M*,-1.7%,0.8%,4.1%,1.36e-08M*,-0.6%,0.0%,14.8%,i
CN1CCN(c2nc3c(c(=O)n(C)c(=O)n3C)n2C)CC1,?,-6.2%[9.17 µM],i,4.3%[9.22 µM],-3.7%[11 µM],9.0%[7.6 µM],i,4.6%[11.4 µM],6.9%[9.22 µM],3.4%[11.5 µM],i
NC(=O)CSc1nnc(Cn2c(=O)sc3ccccc32)n1-c1ccccc1,.,9.5%,.,-0.9%,-1.7%,-5.1%,.,2.6%,-3.4%,5.1%,.
CC(C)CCNC(=O)CN(CCN1CCOCC1)C(=O)Cn1nnc(-c2ccc(F)cc2)n1,?,1.7%,i,-0.7%,-3.4%,-18.6%,i,1.3%,5.2%,-10.6%,i
COc1ccccc1N1CCN(C(=O)CSc2nnc(NC(=O)C3CCC3)s2)CC1,i,-0.8%,i,-3.6%,-1.8%,-2.6%,i,4.4%,5.1%,9.7%,?
Cc1ccc2[nH]c(=O)c(C(c3nnnn3CC3CCCO3)N3CCc4ccccc4C3)cc2c1 (stereo unspecified),i,0.9%,1.14e-08M*,0.0%[57.5 µM],-3.4%,-5.6%,1.04e-08M*,4.0%,3.3%,-6.7%,i
Cc1cc(OC(=O)CNC(=O)OC(C)(C)C)c2c(C)cc(=O)oc2c1,i,6.6%,?,0.6%,-1.2%,6.8%,i,-1.4%,1.6%,-18.8%,i
COc1ccc(NC(=O)c2ccc(S(=O)(=O)N(C)C)cc2)cc1OC,i,-2.9%,i,-0.1%[57.5 µM],?,4.1%,i,-3.1%,3.3%,-6.5%,i
O=C(O)c1nc(-c2ccccc2)[nH]c1C(=O)O,i,3.5%[9.17 µM],i,1.8%[9.22 µM],-3.5%[11 µM],-9.2%[7.6 µM],i,?,-4.6%[9.22 µM],65.4%[activator][11.5 µM],i
Cc1ccc(S(=O)(=O)NCCC(=O)Nc2nnc(C3CC3)s2)cc1C,i,0.0%,i,0.0%[57.5 µM],-8.1%,-10.5%,i,1.0%,1.2%,-8.7%,?
COc1ccccc1CN1C(=O)C2CC=CCC2C1=O (stereo unspecified),i,-4.3%,2.92e-07M*,-1.4%[0.369 µM],0.7%,-1.7%,1.68e-07M*,-21.1%,1.6%,6.0%,i
C=C(C)CN1CCN(c2c(CCC#N)c(C)c(C#N)c3nc4ccccc4n23)CC1,i,.,1.94e-08M*,.,.,.,1.62e-08M*,0.2%[25.5 µM],0.0%[20.6 µM],.,?
N#Cc1c(NC(=O)CSc2nc3ccccc3c(=O)n2Cc2ccco2)sc2c1CCCC2,i,-2.1%,i,-0.3%[57.5 µM],-2.0%,-3.2%,i,0.6%,0.0%,18.7%,?
COc1cc(Br)cc(-c2nc3c(c(=O)[nH]c(=O)n3Cc3ccccc3)n2C)c1O,i,-5.3%,i,-0.5%,-2.9%,?,i,3.7%,-1.1%,?,?
CN(C)S(=O)(=O)c1ccc(C(=O)Nc2cccc(C(=O)O)c2)cc1,?,-5.5%,i,-0.6%,-4.0%,-7.0%,i,-11.2%,3.2%,-8.4%,i
CCOCCCn1c(=NC(=O)c2cccnc2)c(C(=O)OCC)cc2c(=O)n3ccccc3nc21,?,3.8%,8.27e-07M*,0.9%[1.84 µM],-11.0%,?,1.12e-06M*,1.1%,4.1%,?,?
CC(=O)NCCc1c[nH]c2ccc(O)cc12,i,-0.4%,i,0.7%,-5.1%,0.4%,i,-1.1%,-2.2%,31.5%&3.5%,?
CCOc1cccc(C=Nc2cc(C)cc(C)c2O)c1O,.,-16.3%,.,-0.3%,-6.9%,?,.,-13.0%,1.8%,-23.9%,.
CCN(CC)CC#CCOC(=O)C(O)(c1ccccc1)C1CCCCC1 (stereo unspecified),i,.,?,.,.,.,?,-0.2%[25.5 µM],6.1%[20.6 µM],.,?
c1cn(-c2ncnc3sc4c(c23)CCCC4)cn1,.,18.4%[9.17 µM],.,-4.4%[0.0738 µM],-5.9%[11 µM],?,.,-1.8%,0.0%,-11.8%,.
COc1ccc(-n2c(Cn3c(=O)sc4ccccc43)nnc2SCC(=O)N2CCCCC2)cc1,.,4.4%,.,0.5%,-5.9%,-10.1%,.,2.0%,-5.4%,10.0%,.
COc1ccc(C(=O)CSc2nc3nc(C)cc(C)c3c(=O)[nH]2)cc1OC,i,3.4%,i,-0.1%,1.1%,2.51µM*,i,-0.4%,-2.1%,-2.6%,i
Cc1nc2cnc(OCc3ccccc3)nc2n(Cc2ccc(F)cc2)c1=O,i,-6.0%,i,-0.2%,-4.2%,?,i,-1.3%[11.4 µM],5.8%[9.22 µM],14.3%,?
COc1ccc(Cn2c(CCC(=O)Nc3ccc(CC#N)cc3)nc3cccnc32)cc1,i,6.7%,?,5.4%,-2.8%,?,i,2.0%,-2.6%,?,?
Cc1cc(N2CCCCC2)nc2ccc(Cc3ccc4nc(N5CCCCC5)cc(C)c4c3)cc12,i,-4.0%[9.17 µM],4.34e-08M*,-0.7%[9.22 µM],?,3.7%[7.6 µM],4.48e-08M*,0.1%[11.4 µM],-2.2%[9.22 µM],6.7%[11.5 µM],i
COc1ccc2c(c1OC)C(=O)N1c3ccccc3C(=O)N(c3ccc(F)cc3)C21 (stereo unspecified),i,.,i,.,.,.,i,0.5%[25.5 µM],-4.8%[20.6 µM],.,?
CCOC(=O)C1CCCN(C(=O)CCCOc2cc(=O)n(C)c3ccccc23)C1 (stereo unspecified),i,-8.1%,i,1.6%,-4.0%,?,i,-0.3%,-1.2%,11.5%,i
CCOc1ccc(N2CC(=O)SC2=S)cc1,.,-2.0%,.,1.7%,-1.4%,?,.,-0.8%,0.0%,14.3%,.

Full records, looked up by structure.
COc1ccc(Cn2c(CCC(=O)Nc3ccc(CC#N)cc3)nc3cccnc32)cc1 reads TexasRed autofl: i; UbGFP stabilizer: 6.7%; A350 autofl: ?; HBB splice mod: 5.4%; Hsp90 Hop PPI: -2.8%; CRE Fsk mod: ?; 4-MU autofl: i; FLuc inh: 2.0%; GFP derepression: -2.6%; ERK AVP block: ?; Fluorescein autfl: ?
Cc1cc(NC(=O)c2cc(-c3ccc4c(c3)OCO4)on2)n(-c2ccccc2)n1 reads TexasRed autofl: i; UbGFP stabilizer: 2.4%; A350 autofl: 1.26e-08M*; HBB splice mod: -1.7%; Hsp90 Hop PPI: 0.8%; CRE Fsk mod: 4.1%; 4-MU autofl: 1.36e-08M*; FLuc inh: -0.6%; GFP derepression: 0.0%; ERK AVP block: 14.8%; Fluorescein autfl: i

Additional results follow.
molecule,TexasRed autofl,UbGFP stabilizer,A350 autofl,HBB splice mod,Hsp90 Hop PPI,CRE Fsk mod,4-MU autofl,FLuc inh,GFP derepression,ERK AVP block,Fluorescein autfl
CCOC(=O)N1CCN(c2ccc(S(=O)(=O)N(Cc3ccccc3)Cc3ccccc3)cn2)CC1,i,2.6%,i,6.6%,3.2%,?,i,-0.3%,6.3%,22.7%,i
Cc1nc(NC2=NCN(Cc3ccco3)CN2)nc2ccccc12,i,2.6%,?,2.8%[57.5 µM],-2.4%,2.2%,?,0.3%,2.1%,-7.8%,i
COc1ccc(-c2cn3cc(C)ccc3n2)cc1OC,i,-1.1%,2.16e-08M*,-2.2%,-3.0%,-1.0%,1.65e-08M*,2.51µM*,-1.1%,?,?
CC(C)CN(C#N)c1nc(N2CCOCC2)nc(N2CCOCC2)n1,i,-0.3%,i,-1.2%,2.3%,-1.5%,i,1.1%,-4.2%,-13.9%,i

The list is partial. The share of hits here may be higher or lower than overall.
